Screening data (PubChem)
Myeloid diff MLP: promotes myeloid progenitor differentiation. ER-HoxA9 myeloid progenitors, lysozyme-GFP differentiation, flow cytometry. calls only at 10 µM. 360,000 tested, 1% active. AID 624256;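 active = normalized GFP-positive differentiation at or above the plate's own cutoff, the solvent-only control mean plus 3 SD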;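 note: cells exposed to compound for four days before flow analysis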
NTR1 ag: NTR1-driven beta-arrestin-GFP spot formation – imaging, U2OS cells, high content, primary screen (AID 493036) | P30989 | agonist mode | activation, % at 20 µM | 330,000 tested, 0.17% active;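 active = activation at or above 40% of the spot to cytoplasm intensity ratio, with at least 20 cells analyzed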;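 note: 0% = DMSO without peptide and 100% = 100 nM NTR1 peptide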
Target sequence (P30989 whole entry, looked up): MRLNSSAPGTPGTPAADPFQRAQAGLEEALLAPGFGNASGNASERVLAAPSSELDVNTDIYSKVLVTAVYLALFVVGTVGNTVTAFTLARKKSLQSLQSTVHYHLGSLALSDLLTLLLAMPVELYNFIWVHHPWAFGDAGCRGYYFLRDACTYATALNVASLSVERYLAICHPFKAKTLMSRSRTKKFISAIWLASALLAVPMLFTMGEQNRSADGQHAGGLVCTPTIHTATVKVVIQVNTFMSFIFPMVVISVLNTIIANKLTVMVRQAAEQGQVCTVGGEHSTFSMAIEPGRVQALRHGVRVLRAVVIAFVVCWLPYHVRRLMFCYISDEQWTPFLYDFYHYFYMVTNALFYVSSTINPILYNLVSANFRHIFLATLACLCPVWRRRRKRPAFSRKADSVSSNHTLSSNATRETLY
T cell HTS: modulates CD8 T cell binding to vesicles. calls only at 7 µM. 330,000 tested, 0.068% active. AID 2052. 2C CD8+ T cell-vesicle binding, flow cytometry; hits give low values;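 active = response, share of CD8 T cells binding vesicles, and their 90th percentile fluorescence all below set limits, cut at about 80% in these data, passing the limit was not always enough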
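Test system: purified 2C TCR transgenic mouse naive CD8+ T cells. Probe or stimulus: QL9-peptide-loaded Drosophila micro-vesicles bearing Ld, ICAM-1 and B7-1. Incubation: binding step 1.5 h, 37 °C, antibody labelling 20 min, ice. Measured by: flow cytometry of vesicle-bound cells.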
T cell HTS vesicle-bound %: further read-out of T cell HTS, marked with its call; double positive events, %; measured here: CD8+ vesicle-bound cell fraction;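 binding gate set so that unloaded-vesicle control wells show 10% double positive cells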
NTR1 ag cell count 20 µM: also measured in NTR1 ag; calls as there; cell count; measured here: cell count, cytotoxicity flag
Myeloid diff MLP GFP+ MAC1+ %: recorded beside Myeloid diff MLP, whose call it bears; GFP+ MAC1+ double positive, %; measured here: differentiation confirmed by MAC1 staining
* hit, by the source's call; i = inactive; + = active, no number; & = joins results of further samples.

SMILES	Myeloid diff MLP	Myeloid diff MLP GFP+ MAC1+ %	NTR1 ag	NTR1 ag cell count 20 µM	T cell HTS	T cell HTS vesicle-bound %
COC(=O)C1=C(c2ccccc2)C[C@@H]2CC[C@H]1N2C(=O)N1CCC(C)CC1	i	1.4	-4.5	103	i	47
CCOC(=O)C1(c2ccccc2)CCN(CCC(=O)Nc2ccc(C(=O)OC)cc2)CC1	i	0.3	0.3	58	i	36
N[C@@H](CCl)C(=O)O	i	2.4	-1.6	61	i	50
Cn1cc(C(=O)OCC(=O)Nc2ccccc2)c2ccccc21	i	1.6	-0.8	52	i	49
Cc1ccccc1-n1c(CNc2ccccc2)nc2ccccc2c1=O	i	0.6	0.1	51	i	36
COc1cc2c3cc1Oc1cc(ccc1O)C[C@@H]1c4c(cc(OC)c(O)c4Oc4cccc(c4)C[C@@H]3N(C)CC2)CC[N+]1(C)C	i	0.5	0.7	48	i	49
COC(=O)C1=C(c2ccc(OC)c(OC)c2)C[C@@H]2CC[C@H]1N2C(=O)NC1CC1	i	0.3	0.2	49	i	4
C[C@]12CCC3C(CC[C@H]4C[C@@H](O)CC[C@]34C)C1CC[C@@H]2N (some centres undefined)	i	0.5	1.1	51	i	44
COCCCNC(=O)c1c(NC(=O)c2ccccc2)n(Cc2ccccc2)c2nc3ccccc3nc12	i	1.6	1.4	70	i	37
COC(=O)C1=C(c2cccc(Cl)c2)C[C@@H]2CC[C@H]1N2C(=O)NCC1CC1	i	2.3	0.6	67	i	29
CNCC(=O)c1ccccc1	i	18	0.3	87	i	22
CCN(CC)C(=O)c1ccc(NC(=O)c2cccc(S(=O)(=O)N3CCN(Cc4ccccc4)CC3)c2)cc1	i	2.7	1.1	57	i	36
COC(=O)C1=C(c2ccc(OC)c(OC)c2)C[C@@H]2CC[C@H]1N2C(=O)NCCc1ccccc1	i	2.5	-1.0	50	i	14
Brc1ccc(Oc2cc(Br)c(Br)cc2Br)c(Br)c1	i	0.5	-1.5	68	i	26
Oc1c(Cl)c(Cl)c(Cl)c(Cl)c1Cl	i	1.9	-1.1	53	i	22
Cc1ccc(S(=O)(=O)c2nc(-c3ccccc3Cl)oc2N(C)C2CCN(C)CC2)cc1	i	1.8	12	51	i	50
O=[N+]([O-])c1cc(Cl)c(Cl)cc1Cl	i	1.2	2.6	60	i	27
O=C(Cc1ccccc1)OCC(=O)N1CCN(S(=O)(=O)c2ccc(Cl)cc2)CC1	i	1.1	0.1	63	i	20
CCC[C@H](N[C@@H](CCC)[C@H](O)c1ccccc1)[C@H](O)c1ccccc1	i	0.4	-0.7	46	i	13
Cn1cc(C(=O)OCC(=O)NC2CCCC2)c2ccccc21	i	0.6	0.6	69	i	42
CCC(=O)C(CCN1CCOCC1)(c1ccccc1)c1ccccc1	i	1.2	1.3	52	i	37
CCN1C[C@]2(COC)CC[C@H](OC)[C@@]34C1[C@]1(OCO[C@@]15C[C@H](OC)[C@H]1C[C@@H]3[C@@H]5[C@H]1OC)[C@@H](O)[C@H]24	i	3.0	-1.0	53	i	54
COC(=O)C1=C(c2ccc(OC)c(OC)c2)C[C@@H]2CC[C@H]1N2C(=O)NCCO	i	0.8	1.5	69	i	52
Clc1ccc(C(Cn2ccnc2)OCc2csc3c(Cl)cccc23)c(Cl)c1 (centres undefined)	i	3.8	13	58	i	21
Oc1ccc(Cl)c(Cl)c1	i	2.0	-3.1	59	i	24
O=P1(NCCCl)OCCCN1CCCl (centres undefined)	i	1.5	-1.8	58	i	22
CCCNC(=O)N1[C@H]2CC[C@@H]1C(C(=O)OC)=C(c1ccc(F)cc1OCc1ccccc1)C2	i	2.8	-0.3	48	i	40
C1CCC(NC2CCCCC2)CC1	i	1.9	-2.8	44	i	21
COC(=O)C1=C(c2ccccc2OCc2ccccc2)C[C@@H]2CC[C@H]1N2C(=O)NCc1ccc(C(C)(C)C)cc1	i	4.0	0.1	68	i	16
C[C@]12CC[C@H](OS(=O)(=O)O)CC1=CC[C@@H]1[C@@H]2CC[C@]2(C)C(=O)CC[C@@H]12	i	2.5&2.3&1.3	0.1&0.5	62&74	i	12&23
CCN1CCC(O)(c2ccccc2)C(C(=O)c2ccccc2)C1 (centres undefined)	i	1.0	-0.4	52	i	47
COC(=O)C1=C(c2ccc(F)cc2F)C[C@@H]2CC[C@H]1N2C(=O)NC(C)C	i	0.9	1.0	48	i	20
Cn1c(N)c(C(=O)COC(=O)Cc2ccccc2)c(=O)n(C)c1=O	i	0.2	2.1	65	i	38
CCCCCCCCn1sccc1=O	+	60*	24	60	i	14
COC(=O)C1=C(c2ccc(Cl)c(C(F)(F)F)c2)C[C@@H]2CC[C@H]1N2C(=O)NCc1ccco1	i	1.7	4.3	50	i	39
COC(=O)C1=C(c2ccc(S(C)(=O)=O)cc2)C[C@@H]2CC[C@H]1N2C(=O)NCc1ccccc1	i	1.3	2.4	64	i	19
COC(=O)C1=C(c2cccc(C#N)c2)C[C@@H]2CC[C@H]1N2C(=O)NC1Cc2ccccc2C1	i	1.8	-0.5	57	i	15
Cc1ccc(OC(F)F)c(N2C(=O)C3C4CCC(O4)C3C2=O)c1 (centres undefined)	i	0.7	-0.1	61	i	9
COC(=O)C1=C(c2ccc(OCc3ccccc3)cc2)C[C@@H]2CC[C@H]1N2C(=O)NC1CCN(Cc2ccccc2)CC1	i	3.4	8.1	72	i	25
S=C=Nc1cccc(C2(N3CCCCC3)CCCCC2)c1	i	2.1	1.7	51	i	19

Gathered by group: the entries above containing four or more nitrogen atoms (two)
SMILES	Myeloid diff MLP	Myeloid diff MLP GFP+ MAC1+ %	NTR1 ag	NTR1 ag cell count 20 µM	T cell HTS	T cell HTS vesicle-bound %
COCCCNC(=O)c1c(NC(=O)c2ccccc2)n(Cc2ccccc2)c2nc3ccccc3nc12	i	1.6	1.4	70	i	37
CCN(CC)C(=O)c1ccc(NC(=O)c2cccc(S(=O)(=O)N3CCN(Cc4ccccc4)CC3)c2)cc1	i	2.7	1.1	57	i	36

Following part:
SMILES	Myeloid diff MLP	Myeloid diff MLP GFP+ MAC1+ %	NTR1 ag	NTR1 ag cell count 20 µM	T cell HTS	T cell HTS vesicle-bound %
COC(=O)C1=C(c2ccc(F)cc2OCc2ccccc2)C[C@@H]2CC[C@H]1N2C(=O)NCc1cccc(F)c1	i	1.3	3.9	48	i	29
COC(=O)C1=C(c2ccc(F)cc2F)C[C@@H]2CC[C@H]1N2C(=O)NCc1ccc(F)cc1	i	2.3	0.9	68	i	34
C#C[C@]1(O)CCC2C3C(CC[C@@]21C)[C@@]1(C)CC[C@@H](O)CC1=C[C@H]3O (some centres undefined)	i	0.7	1.6	46	i	42
COc1ccc2c(c1)[C@@]13CCC=C[C@H]1[C@@H](C2)NCC3	i	3.8	0.7	66	i	28
COC1=C(OC)[C@]23CCc4ccc(OC)c(OC)c4[C@]2(CCN3C)CC1=O	i	2.1	-1.0	57	i	42
C[C@]12CC[C@H](O)CC1=CC(=O)C1C2CC[C@]2(C)C(=O)[C@H](O)CC12 (some centres undefined)	i	1.9	2.9	53	i	7
O=P(Oc1ccccc1)(Oc1ccccc1)C(O)c1ccc(Cl)cc1 (centres undefined)	i	0.7	-4.8	94	i	42
COC(=O)C1=C(c2ccccc2OCc2ccccc2)C[C@@H]2CC[C@H]1N2C(=O)NC1CCN(Cc2ccccc2)CC1	+	8.4*	3.6	62	i	24
COC(=O)C1=C(c2ccccc2)C[C@@H]2CC[C@H]1N2C(=O)N1CCC(O)CC1	i	1.8	-0.3	97	i	61
CN1C(=O)C(c2ccccc2)C(=O)N(C)C1=O	i	0.7	0.8	40	i	50
COC(=O)C1=C(c2ccc(Cl)c(C(F)(F)F)c2)C[C@@H]2CC[C@H]1N2C	i	0.7	1.2	62	i	38
COC(=O)C1=C(c2ccc(-c3ccccc3)c(F)c2)C[C@@H]2CC[C@H]1N2C(=O)N1CCOCC1	i	3.0	-0.6	63	i	21
COC(=O)C1=C(c2ccc(Cl)c(C(F)(F)F)c2)C[C@@H]2CC[C@H]1N2C(=O)NCCOc1ccccc1Cl	i	2.0	4.4	61	i	58
CCC(=O)c1ccc(OCC(=O)N2CCN(CC(=O)Nc3ccccc3C(F)(F)F)CC2)cc1	i	0.6	2.4	47	i	41
N[C@@H](Cn1oc(=O)[nH]c1=O)C(=O)O	i	2.6	-0.3	47	i	22
C/C=C1\CN2[C@H]3C[C@@]45c6ccccc6N(C)[C@H]4[C@@H]2CC1C3[C@H]5O (some centres undefined)	i	4.1	-1.9	75	i	32
C[N+]1(C)C2CC(OC(=O)[C@H](CO)c3ccccc3)CC1C1OC12 (some centres undefined)	i	1.0	0.8	58	i	26

7 compounds already listed, sorted by length of the SMILES, ascending.
SMILES	Myeloid diff MLP	Myeloid diff MLP GFP+ MAC1+ %	NTR1 ag	NTR1 ag cell count 20 µM	T cell HTS	T cell HTS vesicle-bound %
CN1C(=O)C(c2ccccc2)C(=O)N(C)C1=O	i	0.7	0.8	40	i	50
O=P(Oc1ccccc1)(Oc1ccccc1)C(O)c1ccc(Cl)cc1 (centres undefined)	i	0.7	-4.8	94	i	42
COC1=C(OC)[C@]23CCc4ccc(OC)c(OC)c4[C@]2(CCN3C)CC1=O	i	2.1	-1.0	57	i	42
COC(=O)C1=C(c2ccc(F)cc2F)C[C@@H]2CC[C@H]1N2C(=O)NCc1ccc(F)cc1	i	2.3	0.9	68	i	34
C#C[C@]1(O)CCC2C3C(CC[C@@]21C)[C@@]1(C)CC[C@@H](O)CC1=C[C@H]3O (some centres undefined)	i	0.7	1.6	46	i	42
COC(=O)C1=C(c2ccc(Cl)c(C(F)(F)F)c2)C[C@@H]2CC[C@H]1N2C(=O)NCCOc1ccccc1Cl	i	2.0	4.4	61	i	58
COC(=O)C1=C(c2ccccc2OCc2ccccc2)C[C@@H]2CC[C@H]1N2C(=O)NC1CCN(Cc2ccccc2)CC1	+	8.4*	3.6	62	i	24

Quoted from the listing:
Clc1ccc(C(Cn2ccnc2)OCc2csc3c(Cl)cccc23)c(Cl)c1 (centres undefined) – NTR1 ag = 13
COC(=O)C1=C(c2ccc(-c3ccccc3)c(F)c2)C[C@@H]2CC[C@H]1N2C(=O)N1CCOCC1 – NTR1 ag = -0.6
CCN1CCC(O)(c2ccccc2)C(C(=O)c2ccccc2)C1 (centres undefined) – NTR1 ag = -0.4
C[N+]1(C)C2CC(OC(=O)[C@H](CO)c3ccccc3)CC1C1OC12 (some centres undefined) – T cell HTS vesicle-bound % = 26
C#C[C@]1(O)CCC2C3C(CC[C@@]21C)[C@@]1(C)CC[C@@H](O)CC1=C[C@H]3O (some centres undefined) – T cell HTS vesicle-bound % = 42

These rows are one share of the data; rates above refer to the full screens.
